# p53ts 39C kill – cytotoxicity in p53ts cells at nonpermissive temperature; 130,000 compounds, 1.5% hits; AID 902; H1299-p53A138V viability at 39C, ATP luminescence, 24 h; Potency, µM (series often up to 46.1 µM), without a hit: at the highest dose activity change, negative = cell killing, most hits filed as cytotoxic; also: nearly all actives have a fitted effect of over 55% in size
# IkB sig inh – IkB pathway inhibition in ABC-DLBCL cells; ABC-DLBCL IkBa-CBG/CBR dual luciferase ratio, 4 h; response scale: scaled: untreated 0%, proteasome inhibitor 100%; Potency, µM (doses to about 57.1 µM), without a hit: at the top dose IkBa stabilization activation; 110,000 compounds, 0.04% hits; AID 445; active = well fitted curve in the direction sought with a large enough effect in the signal ratio, not every such curve was filed as active; inconclusive = small, poorly fitted or top-dose-only effect, or a change in a side signal; the % refers to the signal ratio;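 also: the direction sought is a rising ratio; 0% = basal untreated cells and 100% = reference inhibitor full response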
#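 Luminescence ratio of IκBα-fused green versus native red beetle luciferase in OCI-Ly3 cells, 4 h post-doxycycline with compound; red signal alone, scaled from basal (0%) to zero light (-100%), flagged nonspecific or cytotoxic effects.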
# Peg3 imprint – inducers of genomic imprint erasure in mouse ES cells. mouse ES Peg3-LacZ reporter, beta-gal luminescence, 40 h. Potency, µM (doses to about 60.7 µM), without a hit: at the top dose activity change, positive = activation, usual class: activators. 110,000 compounds, 0.02% hits;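 also: 0% = negative control wells on the plate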
#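 Each well holds 300 Peg3LacZ-Neo (maternal) female ES cells incubated 40 h at 37C, 5% CO2. LacZ is measured by BetaGlo luminescence, with AC50 and maximum efficacy derived from dose-response curves.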
# p53ts 32C kill – p53ts cell cytotoxicity, permissive temperature; Potency, µM (titrated, usually from 46.1 µM), for the others: at the top dose activity change, negative = cytotoxicity, most hits filed as cytotoxic; 130,000 compounds, 0.93% hits; H1299-p53A138V at 32C, ATP luminescence viability, 24 h;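 also: 0% = DMSO and -100% = full killing by reference compound; nearly all actives have a fitted effect of over 55% in size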
#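 ATP-content luminescence (ATPlite) read-out after 24 h compound exposure at 32C in H1299-p53A138V cells (600/well). Tested up to 46 uM. Normalized to DMSO (0%) and 100 uM tamoxifen (100% killing); Hill-fit AC50.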
# An asterisk follows results filed as active; u = inconclusive; x = not tested or not shown; [ ] = remark or other dose. Unless noted, calls follow the shape of the dose curve; as a rule, active = well fitted curve in the direction sought with a large enough effect; inconclusive = small, poorly fitted or top-dose-only effect, or another doubt; inactive = no such curve, though single readings can be large; an effect the other way counts as inactive or inconclusive. Unless noted, % is scaled to controls: 0 for no effect and ±100 for the full control effect; potency is read from the fitted curve at half-maximal effect. Not all compounds are listed; the hit share may differ from the screen's.
Compound | p53ts 39C kill | IkB sig inh | Peg3 imprint | p53ts 32C kill
NC(=NCCC[C@@H](N)C(=O)O)N[N+](=O)[O-] | x | 9.7% | x | x
N[C@H](Cn1oc(=O)[nH]c1=O)C(=O)O | x | -4.6% | x | x
COc1ccc2c(c1OC)C(=O)O[C@@H]2[C@H]1c2cc3c(cc2CCN1C)OCO3 | x | 0.4%[11.4 µM] | x | x
CC[C@H]1[C@@H]2C[C@@H]3[C@@H]4N(C)c5ccccc5[C@@]45C[C@@H]([C@H]2[C@@H]5O)N3[C@@H]1O | x | 0.1%[11.4 µM] | x | x
CC(C)(O)[C@H]1[C@H]2OC(=O)[C@@H]1[C@]1(O)C[C@H]3O[C@]34C(=O)O[C@H]2[C@]14C | x | -0.4%[11.4 µM] | x | x
CC(=O)N1C[C@@H]2C[C@H](C1)c1cccc(=O)n1C2 | x | 2.4%[11.4 µM] | x | x
CCCCN1C(=O)/C(=C/C=C/c2ccco2)C(=O)NC1=S | 3% | x | x | x
O=C1NC(=O)N(c2ccccc2)C(=O)/C1=C\c1ccc2c3c(cccc13)CC2 | -3% | x | x | x
CC1CCCC(C)N1/N=C/c1c[nH]c2ccc(Br)cc12 (stereo unspecified) | 11% | x | x | x
CCN(CC)c1ccc(/C=C2/C(=O)NC(=O)N(Cc3ccco3)C2=O)cc1 | 15% | x | x | x
Cc1ccnc(-n2c(C)cc(/C=C3\C(=O)NC(=S)N(C)C3=O)c2C)c1 | 3% | x | x | x
Cc1ccc(S(=O)(=O)NCCC(=O)Nc2ccc(Cl)cc2C(=O)c2ccccc2)cc1 | 14% | x | x | x
CC(NCc1cccc(Cl)c1Cl)C(O)c1ccccc1 (stereo unspecified) | -1% | x | x | x
CC(C)c1ccc(N2C(=O)NC(=O)/C(=C/c3cnc(-c4ccccc4)nc3)C2=O)cc1 | 15% | x | x | x
Cc1ccccc1NP(=O)(Oc1ccccc1F)Oc1ccccc1F | -11% | x | x | x
CC1CCN(CC(=O)c2ccccc2Cl)CC1 | -8% | x | x | x
CC(Cc1ccccc1)NC(=O)/C=C/c1ccc(Cl)cc1 (stereo unspecified) | -5% | x | x | x
c1ccc(-c2[nH]c[n+](CC3CO3)c2-c2ccccc2)cc1 (stereo unspecified) | -7% | x | x | x
O=C(N/N=C/c1c(O)n(Cc2ccccc2)c(=O)[nH]c1=O)c1ccccc1 | -16% | x | x | x
COc1ccccc1NC(=O)N(Cc1ccc2c(c1)OCO2)C1CCN(Cc2ccccc2)CC1 | x | x | x | -28%
COc1ccc(C)cc1NC(=O)N(Cc1ccc2c(c1)OCO2)C1CCN(Cc2ccccc2)CC1 | x | x | x | -13%
CCCC[N+]1(C)C2CC(OC(=O)C(CO)c3ccccc3)CC1C1OC12 (stereo unspecified) | x | x | -11% | x
CC(C)(C)c1o[nH]c(=O)c1CC(N)C(=O)O (stereo unspecified) | x | x | -5% | x
C=C(C)C1CCC(C)=CC1c1c(O)cc(O)cc1CCCCC (stereo unspecified) | x | x | -10% | x

# Copied from the results shown (21 entries):
Compound | p53ts 39C kill | IkB sig inh | Peg3 imprint | p53ts 32C kill
CC[C@H]1[C@@H]2C[C@@H]3[C@@H]4N(C)c5ccccc5[C@@]45C[C@@H]([C@H]2[C@@H]5O)N3[C@@H]1O | x | 0.1%[11.4 µM] | x | x
CC(C)(O)[C@H]1[C@H]2OC(=O)[C@@H]1[C@]1(O)C[C@H]3O[C@]34C(=O)O[C@H]2[C@]14C | x | -0.4%[11.4 µM] | x | x
CC(=O)N1C[C@@H]2C[C@H](C1)c1cccc(=O)n1C2 | x | 2.4%[11.4 µM] | x | x
CCCCN1C(=O)/C(=C/C=C/c2ccco2)C(=O)NC1=S | 3% | x | x | x
O=C1NC(=O)N(c2ccccc2)C(=O)/C1=C\c1ccc2c3c(cccc13)CC2 | -3% | x | x | x
CC1CCCC(C)N1/N=C/c1c[nH]c2ccc(Br)cc12 (stereo unspecified) | 11% | x | x | x
CCN(CC)c1ccc(/C=C2/C(=O)NC(=O)N(Cc3ccco3)C2=O)cc1 | 15% | x | x | x
Cc1ccnc(-n2c(C)cc(/C=C3\C(=O)NC(=S)N(C)C3=O)c2C)c1 | 3% | x | x | x
Cc1ccc(S(=O)(=O)NCCC(=O)Nc2ccc(Cl)cc2C(=O)c2ccccc2)cc1 | 14% | x | x | x
CC(NCc1cccc(Cl)c1Cl)C(O)c1ccccc1 (stereo unspecified) | -1% | x | x | x
CC(C)c1ccc(N2C(=O)NC(=O)/C(=C/c3cnc(-c4ccccc4)nc3)C2=O)cc1 | 15% | x | x | x
Cc1ccccc1NP(=O)(Oc1ccccc1F)Oc1ccccc1F | -11% | x | x | x
CC1CCN(CC(=O)c2ccccc2Cl)CC1 | -8% | x | x | x
CC(Cc1ccccc1)NC(=O)/C=C/c1ccc(Cl)cc1 (stereo unspecified) | -5% | x | x | x
c1ccc(-c2[nH]c[n+](CC3CO3)c2-c2ccccc2)cc1 (stereo unspecified) | -7% | x | x | x
O=C(N/N=C/c1c(O)n(Cc2ccccc2)c(=O)[nH]c1=O)c1ccccc1 | -16% | x | x | x
COc1ccccc1NC(=O)N(Cc1ccc2c(c1)OCO2)C1CCN(Cc2ccccc2)CC1 | x | x | x | -28%
COc1ccc(C)cc1NC(=O)N(Cc1ccc2c(c1)OCO2)C1CCN(Cc2ccccc2)CC1 | x | x | x | -13%
CCCC[N+]1(C)C2CC(OC(=O)C(CO)c3ccccc3)CC1C1OC12 (stereo unspecified) | x | x | -11% | x
CC(C)(C)c1o[nH]c(=O)c1CC(N)C(=O)O (stereo unspecified) | x | x | -5% | x
C=C(C)C1CCC(C)=CC1c1c(O)cc(O)cc1CCCCC (stereo unspecified) | x | x | -10% | x

# Reformatted: 2 of the compounds above.
# Results follow in this order: p53ts 39C kill, IkB sig inh, Peg3 imprint, p53ts 32C kill
c1ccc(-c2[nH]c[n+](CC3CO3)c2-c2ccccc2)cc1 (stereo unspecified)
    -7%, x, x, x
CC1CCN(CC(=O)c2ccccc2Cl)CC1
    -8%, x, x, x

# Next part.
Compound | p53ts 39C kill | IkB sig inh | Peg3 imprint | p53ts 32C kill
C[C@]12CC[C@H](OS(=O)(=O)O)CC1=CCC1C2CC[C@]2(C)C(=O)CC[C@@H]12 (stereo partly specified) | x | x | 13% | x
CC(C)(O)C(Cl)(Cl)Cl | x | x | -1% | x
C[C@]12CC[C@@H]3[C@@H](CCC4=CC(=O)CC[C@@H]43)[C@@H]1CC[C@@H]2OC(=O)CCc1ccccc1 | x | x | -18% | x
CCCCC/C=C\C/C=C\C/C=C\C/C=C\CCCC(=O)Nc1ccc(O)cc1C | x | x | -23% | x
C=C/C(=C/C(=O)C[C@H](C)C[C@@H](C)CC[C@H](O)[C@H](C)C(=O)C[C@@H](O)[C@H](C)[C@@H](C)OC(=O)C[C@@H](O)C1=C(C)C(=O)OC1=O)CC | x | x | -30%[10.9 µM] | x
C[C@@H]1CC[C@H]2[C@@H](C)C(=O)O[C@@H]3OC4(C)CC[C@@H]1[C@]32OO4 | x | x | -16% | x
COc1ccccc1-c1[se]c2ccccc2c1I | x | x | -14% | x
COc1ccc2c(c1O)-c1cccc3c1C(C2)N(C)CC3 (stereo unspecified) | x | x | -15% | x
O=C(O)/C=C\c1ccc[c]([Sb])c1 | x | x | u | x
CCCCCCCCCCCCCC(=O)O[C@@H]1[C@@H](C)[C@@]2(O)[C@@H](C=C(CO)C[C@]3(O)C(=O)C(C)=C[C@@H]23)[C@@H]2C(C)(C)[C@]12OC(C)=O | x | x | -36%[inhibitor] | x
COc1cc([C@@H]2c3cc4c(cc3[C@H](O)C3COC(=O)[C@@H]32)OCO4)cc(OC)c1OC (stereo partly specified) | x | x | -22% | x
CC(C)(C)[C@]1(O)C[C@@H]2OC(=O)CC23C(=O)O[C@@H]2OC(=O)[C@H](O)C231 (stereo partly specified) | x | x | 0% | x
Cc1[nH]c2ccc(Cl)cc2c1C1=CCNCC1 | x | x | -7% | x
Cc1c([C@@H](C)C2NC[C@H](C)C[C@@H]2O)ccc2c1C[C@@H]1[C@H]2CC=C2C[C@@H](O)CC[C@@]21C (stereo partly specified) | x | x | -22%[10.9 µM] | x
COc1cc2c(cc1OC)[C@]13CC[N@+]4(C)CC5=CCO[C@H]6CC(=O)N2[C@@H]1C6[C@@H]5C[C@]34O (stereo partly specified) | x | x | -8%[10.9 µM] | x
C[N+]1(C)CCOC(O)(c2ccc(-c3ccc(C4(O)C[N+](C)(C)CCO4)cc3)cc2)C1 (stereo unspecified) | x | x | -5% | x
CCC1(c2ccccc2)C(=O)NC(=O)NC1=O | x | x | 22% | x
CCCCCCCCc1[se]c2ccccc2c1Br | x | x | 23% | x
CC(=O)OC[C@H](N)C(=O)c1ccccc1 | x | x | -2% | x
Oc1cc2c(cc1O)[C@H]1c3ccccc3CNC1CC2 (stereo partly specified) | x | x | -47%[inhibitor] | x
COc1cc(CC(C)N)c(OC)cc1I (stereo unspecified) | x | x | -12% | x
CS(=N)(=O)CC[C@H](N)C(=O)O (stereo partly specified) | x | x | -7% | x
CCC1(CC)C(=O)NC(=O)NC1=O | x | x | -13% | x
COC(=O)N1CCN(C(=O)Cc2ccc(Cl)c(Cl)c2)C(CN2CCCC2)C1 (stereo unspecified) | x | x | -13% | x
C[C@]12C=CC(=O)C=C1CC[C@@H]1[C@@H]2CC[C@@]2(C)[C@H]1CC[C@]2(C)O | x | x | -7% | x
CC1=C2[C@H]3OC(=O)[C@@H](C)[C@@H]3CC[C@@]2(C)C=CC1=O | x | x | -14% | x
N#CC(C#N)=Cc1cc(O)c(O)c([N+](=O)[O-])c1 | x | x | -25% | x
NC(Cn1ccc(=O)[nH]c1=O)C(=O)O (stereo unspecified) | x | x | -5% | x
C[C@H]1CCC/C=C/C2C[C@H](O)C[C@H]2[C@H](O)/C=C/C(=O)O1 (stereo partly specified) | x | x | -26% | x
NC(Cc1cc(O)c(O)cc1O)C(=O)O (stereo unspecified) | x | x | -13% | x
C#CCN[C@H](C)Cc1ccccc1 | x | x | -6% | x
CC1CC2OC2/C=C\C=C/C(=O)Cc2c(Cl)c(O)cc(O)c2C(=O)O1 (stereo unspecified) | x | x | -41%[inhibitor] | x
COc1cccc([C@@]2(O)CCCC[C@@H]2CN(C)C)c1 | x | x | -2% | x
O=S(=O)(NCCO)c1cc[c]([Sb])cc1 | x | x | -5%[10.9 µM] | x
CCCN1CCC[C@@H]2Cc3cn[nH]c3C[C@H]21 | x | x | 15% | x
CCCN1CCCC(c2cccc(O)c2)C1 (stereo unspecified) | x | x | -13% | x
CC1=C2C[C@H]3[C@@H](CC=C4C[C@@H](O)CC[C@@]43C)[C@@H]2CC[C@]12O[C@@H]1C[C@H](C)CN[C@H]1C2C (stereo partly specified) | x | x | -8% | x
CCCCC/C=C\C/C=C\C/C=C\C/C=C\CCCC(=O)NCc1ccc(O)c(OC)c1 | x | x | -20% | x
Nc1ncnc2c1ncn2[C@@H]1O[C@H](COP(=O)(O)CP(=O)(O)OP(=O)(O)O)[C@H](O)[C@H]1O | x | x | 6% | x
CNC(C)Cc1ccccc1OC (stereo unspecified) | x | x | -15% | x
CNC1(c2ccccc2Cl)CCCCC1=O (stereo unspecified) | x | x | 3% | x
